hcGAS lum = human cGAS inhibition | Q8N884 | recombinant h-cGAS, ATP depletion, Kinase-Glo luminescence | inhibition, % at 12.5 µM | 290,000 compounds, 0.081% hits | AID 1259398;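 also: 0% = vehicle reaction and 100% = reaction without DNA for no activity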
Target sequence (Q8N884 whole entry, looked up): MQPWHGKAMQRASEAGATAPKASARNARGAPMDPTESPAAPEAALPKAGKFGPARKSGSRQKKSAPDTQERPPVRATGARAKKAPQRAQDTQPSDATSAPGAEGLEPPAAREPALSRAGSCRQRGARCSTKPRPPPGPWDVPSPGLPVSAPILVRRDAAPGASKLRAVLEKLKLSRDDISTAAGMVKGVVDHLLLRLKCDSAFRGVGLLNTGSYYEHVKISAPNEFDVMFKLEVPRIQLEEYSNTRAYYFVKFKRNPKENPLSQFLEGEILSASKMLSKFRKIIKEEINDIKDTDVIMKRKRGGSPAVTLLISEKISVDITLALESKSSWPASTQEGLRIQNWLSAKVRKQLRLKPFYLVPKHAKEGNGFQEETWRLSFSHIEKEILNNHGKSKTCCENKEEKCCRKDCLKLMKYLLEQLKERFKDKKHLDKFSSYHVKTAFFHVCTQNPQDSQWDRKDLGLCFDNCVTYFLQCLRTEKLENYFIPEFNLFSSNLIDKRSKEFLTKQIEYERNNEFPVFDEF
NPYLR7 agonist = mosquito NPYLR7 agonism; HEK293T NPYLR7/Galpha15, GCaMP6s calcium fluorescence; activation, % at 10 µM; 270,000 compounds, 0.15% hits; AID 1259423; in the data active = activation above about 40%;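 also: 0% = vehicle and 100% = reference agonist at the receptor; some compounds past the cut are filed as inactive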
mcGAS inh = mouse cGAS inhibition by luminescence; Q8C6L5; recombinant cGAS, Kinase-Glo ATP depletion luminescence; inhibition, % at 12.5 µM; 160,000 compounds, 0.15% hits; AID 1259399;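 also: 0% = negative control wells and 100% = reference inhibitor with no enzyme activity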
* marks the source's active call; other numbers are inactive results; . = no result given; & = joins results of further samples. Rule as the data show it, unless noted: active = inhibition above about 40%; inactive = the rest.

SMILES	hcGAS lum	NPYLR7 agonist	mcGAS inh
Cc1cccc(CN2N=C(c3ccc(F)cc3)Cn3c2nc2c3c(=O)n(C)c(=O)n2C)c1	-3	11	-8
COc1cccc(C(C2Sc3nc(-c4ccco4)nn3C2=O)N2CCN(C(C)=O)CC2)c1 (stereo not drawn)	-4	0	-7
CCc1[nH]c2c(CNS(=O)(=O)c3cnn(C)c3C)cc(C)cc2c1C	-2	-1	.
COCCn1cnnc1Cn1ccnc1-c1ccsc1	-9	13	.
COc1ccccc1C(=O)Nc1ccc(-c2c(C(C)C)nn(-c3ccc(C)cc3)c2OC(C)=O)cc1	-5	17	-5
O=C(O)c1cc2n(n1)CCN(Cc1ccc(C(F)(F)F)cc1)C2=O	-2	-10	.
CCOCCCn1c(C)c(C)n2c3c(=O)n(CCc4ccccc4)c(=O)n(C)c3nc12	-6	-1	.
O=C(NC1CCN(c2ccccc2C(=O)NCc2ccncc2)CC1)c1cc(F)cc(F)c1	-1	-1	-5
CCCc1nc(NC(=O)CCNC(=O)C2CC2C)sc1CC (stereo not drawn)	-6	0	-6
Cc1nc(CCNC(=O)C2CCC(=O)N(Cc3ccccn3)C2)nc2c1CCCC2 (stereo not drawn)	3&-4	-9&2	.
CN(C(=O)COc1ccc(Cl)cc1C(N)=O)C1=CCCC1	-6	20	.
CC1CC(Nc2ncnc3nc[nH]c23)CC(C)(C)C1 (stereo not drawn)	0	-3	.
O=C(Nc1cnn(CC(=O)N2CCC(Oc3ccccc3F)CC2)c1)c1ccc2c(c1)OCO2	-10	24	-12
C=CCN(CC=C)S(=O)(=O)c1cc(Br)cnc1N	-9	2	.
O=C(NCc1cccs1)C1CCN(Cc2coc(-c3ccccc3)n2)CC1	-8	3	.
CCn1nc(C)c(CNc2nncc(-c3ccc(OC)cc3OC)n2)c1C	-3	1	.
N#Cc1c(N)nc2sc(C(N)=O)c(N)c2c1-c1ccco1	-3	13	-1
O=C(CNC(=O)C12CC3CC(CC(C3)C1)C2)OCc1nnsc1Cl	2	-3	.
CC1CCc2c(sc3ncnc(OCC(=O)NC45CC6CC(CC(C6)C4)C5)c23)C1 (stereo not drawn)	-7	2	.
CC(=O)c1cc(CN2CCC(CCC(=O)Nc3ccc(F)c(Cl)c3)CC2)cs1	-7	.	-10
CCn1nccc1S(=O)(=O)N1CCC2(CC1)OCCCC2OC (stereo not drawn)	-4	.	-4
COCCCN(Cc1nc2scc(-c3ccc(C)cc3)c2c(=O)[nH]1)CC(O)COCc1ccccc1 (stereo not drawn)	-4	-8	-4
CN(CCC(=O)N1CCCN(C(=O)C(C)(C)C)CC1)c1ccccc1	-6	4	.
Cc1ccc(C(C(=O)NCc2ccc(-c3noc(C)n3)cc2)N(C)C)cc1 (stereo not drawn)	-2	6	.

At a glance, 13 of the compounds above:
SMILES	hcGAS lum	NPYLR7 agonist	mcGAS inh
CCCc1nc(NC(=O)CCNC(=O)C2CC2C)sc1CC (stereo not drawn)	-6	0	-6
Cc1nc(CCNC(=O)C2CCC(=O)N(Cc3ccccn3)C2)nc2c1CCCC2 (stereo not drawn)	3&-4	-9&2	.
CN(C(=O)COc1ccc(Cl)cc1C(N)=O)C1=CCCC1	-6	20	.
CC1CC(Nc2ncnc3nc[nH]c23)CC(C)(C)C1 (stereo not drawn)	0	-3	.
O=C(Nc1cnn(CC(=O)N2CCC(Oc3ccccc3F)CC2)c1)c1ccc2c(c1)OCO2	-10	24	-12
C=CCN(CC=C)S(=O)(=O)c1cc(Br)cnc1N	-9	2	.
O=C(NCc1cccs1)C1CCN(Cc2coc(-c3ccccc3)n2)CC1	-8	3	.
CCn1nc(C)c(CNc2nncc(-c3ccc(OC)cc3OC)n2)c1C	-3	1	.
N#Cc1c(N)nc2sc(C(N)=O)c(N)c2c1-c1ccco1	-3	13	-1
O=C(CNC(=O)C12CC3CC(CC(C3)C1)C2)OCc1nnsc1Cl	2	-3	.
CC1CCc2c(sc3ncnc(OCC(=O)NC45CC6CC(CC(C6)C4)C5)c23)C1 (stereo not drawn)	-7	2	.
CC(=O)c1cc(CN2CCC(CCC(=O)Nc3ccc(F)c(Cl)c3)CC2)cs1	-7	.	-10
CCn1nccc1S(=O)(=O)N1CCC2(CC1)OCCCC2OC (stereo not drawn)	-4	.	-4

(more compounds)
SMILES	hcGAS lum	NPYLR7 agonist	mcGAS inh
CCC(c1ccccc1)C1CCCN1C(=O)c1ccc2c(c1)NC(=O)CO2 (stereo not drawn)	-18	6	.
Cc1c2c(n(-c3ccc(Cl)cc3)c1C)N=CN1CCS(=O)(=O)N=C21	-3	0	.
C#CCN(CC(=O)Nc1ccc(C(=O)N(C)C)cc1)C1CCCCC1	-7	-5	.
Cc1cc(F)ccc1NC(=O)c1ccc2c(c1)CC(C)N2S(C)(=O)=O (stereo not drawn)	-3	-3	.
COc1ccc(C2c3c(oc4cc(C)c(C)cc4c3=O)C(=O)N2c2nccs2)cc1 (stereo not drawn)	-9	7	.
NC(=O)c1c(NC(=O)c2cc(-c3ccco3)on2)sc2c1CCCC2	-4	-2	.
Cc1ccc(NC2CCCN(CCCn3cccn3)C2)cc1C (stereo not drawn)	-8	3	.
COc1cccc(Cn2cccc2CN(Cc2ccccc2)C(=O)CN(CC(C)C)S(=O)(=O)c2cccc(C(F)(F)F)c2)c1	-4	22	-6
COCCN(CC(=O)N(Cc1cccn1Cc1ccccc1Cl)CC(C)C)C(=O)C1C[C@H]1c1ccccc1 (stereo partly drawn)	-7	-7	-3
C[C@H](Cn1cnc2c(N)ncnc21)OCP(=O)(O)O	-4	-9	-11
CN1CCCC2(CC1)CCN(S(=O)(=O)N(C)C)CC2	-14	.	-7
c1ccc2[nH]c(SCCCN3CCCCC3)nc2c1	-7	-8	-6
COCC1(NC(=O)CCc2c(C)n[nH]c2C)CCCC1	-9	.	-4
CCOC(=O)CC1=NN(c2ccccc2)C(=O)/C1=C\c1cc(OC)c(OC)cc1OC	-3	16	-6
Cc1cccnc1NC(=O)Cn1cnc(-c2ccccc2)cc1=O	-9	11	.
CN(C)CCCNc1nc2cc(-c3cnn(Cc4ccccc4)c3)sc2c(=O)n1C	-6	7	.
COCCN(Cc1csc(COc2c(OC)cccc2OC)n1)C(=O)C1CCCC1	-6	12	-5
CS(=O)(=O)c1ccc(NS(=O)(=O)c2cccc(F)c2)cc1	-7	8	-9
CCC1CN(Cc2ccc3ccn(C)c3c2)CCN1C(C)C (stereo not drawn)	-2	-3	.
O=C(CN1CN(c2ccccc2)C2(CCN(S(=O)(=O)c3ccc(F)cc3)CC2)C1=O)NCC1CCCCC1	-11	-3	-4
Cc1cc(O)c(CN2CCN(S(=O)(=O)c3ccc(F)c(F)c3F)CC2)cc1C	-4	6	.
COc1ccc2[nH]c(C)c(CC(=O)NCC3(N)CCCCCC3)c2c1	-6	10	.
CCOC(=O)C1CCCN(C(=O)c2nn(-c3ccc(OC)c(OC)c3)c(=O)n(Cc3cccc(C(F)(F)F)c3)c2=O)C1 (stereo not drawn)	-5	14	-6
COCCNC(=O)c1ccc(OC)cc1OC1CCN(Cc2cccc3cccnc23)CC1	0	3	.
CCNc1nc(-c2ccc(OC)cc2)nc2cc(Cl)ccc12	12	-2	0
Cc1cn2c3c(=O)n(C)c(=O)n(C)c3nc2n1-c1ccc(Oc2ccccc2)cc1	-5	1	-9
Cc1ccc(Cl)cc1-c1ccc(/C=N\n2cnnc2)o1	-6	-7	-6
CC(=O)Nc1ccccc1OCC(=O)Nc1ccccc1SC(F)F	-13	2	.
O=C(c1ccc(-c2cc(-c3ccc4c(c3)OCCO4)n[nH]2)cc1)N1CCC(C(F)(F)F)CC1	-1	.	-5
Cc1ccccc1C(=O)N[C@@H]1CCCCC1NC(=O)C1CCCN(C(=O)c2cccc(F)c2)C1 (stereo partly drawn)	0	4	-1
Nc1cc(S(=O)(=O)C(F)(F)F)cc(S(=O)(=O)C(F)(F)F)c1	-5	-6	.
CCCc1[nH]n(-c2ccc(F)cc2)c(=O)c1C1=C([n+]2ccccc2)C(=O)N(c2ccccc2F)C1=O	-3	10	-11
Cn1nc(C(=O)N(Cc2nc3ccccc3c(=O)[nH]2)CC2CCCO2)c2ccccc2c1=O (stereo not drawn)	1	3	-1
Cc1ccc(C2(O)CCN(C(=O)c3cc(-c4ccncc4)n[nH]3)CC2)nc1	-4	-4	-18
CC(C)c1ccc(NC(=O)CSc2nc(=O)n(CCCN(C)C)c3c2CCC3)cc1	-6	-3	1
COCCN(CC(=O)N1CCc2sccc2C1c1ccc(Cl)cc1Cl)C(=O)/C=C/c1ccc([N+](=O)[O-])cc1 (stereo not drawn)	-7	-10	-3
CCCN(CCC(=O)Nc1ccc(F)cc1)c1nc(-c2ccccc2)nc2cc(Cl)ccc12	-8	13	-7
O=C(Nc1ccc(Cl)cn1)C1CC(=O)N(c2ccc(F)cc2F)C1 (stereo not drawn)	-5	-2	-6
O=C(CCNc1ccc(-c2ccccc2)cc1)N1CCn2cncc2C1	-2	10	.
N#Cc1ccc(COc2ccc(Br)cc2Br)cc1	-8	-8	.
O=C(c1cn2ccsc2n1)N1CCC(N2CCCC(C(=O)N3CCCC3)C2)CC1 (stereo not drawn)	-6	2	-13
COc1ccc(-c2ccnc3n[nH]c(C4CCNCC4)c23)c(C)c1	-5	2	-3
CCOC(=O)c1nn(-c2ccc(F)cc2)c(=O)cc1OCc1ccccc1Cl	-4	11	.
Cc1cc2ncc(S(C)(=O)=O)c(NC(=O)c3cccc(F)c3)n2n1	3	1	2
O=C(Nc1cccc(F)c1)N1Cc2[nH]cnc2C[C@H]1c1nc(-c2ccc(C(F)(F)F)cc2)no1	1	-16	-2
COc1cccc(NC(=O)CN(C)Cc2cc([N+](=O)[O-])cc3c2OCOC3)c1	-2	2	-6
CCn1c(CC2CCN(C(=O)C3CC(C(C)C)=NO3)CC2)nn(C)c1=O (stereo not drawn)	-20	.	-8
O=C1C(C(c2ccco2)N2CCOCC2)Sc2ncnn21 (stereo not drawn)	-7	0	-7
O=S(=O)(c1cc(F)ccc1F)N1CCNCC1	-5	-1	.
CC(=O)c1c(C)oc2ccc(N(C(=O)C3CCCCC3)S(=O)(=O)c3ccc(F)cc3)cc12	-3	-8	-3
Cc1cc(NS(=O)(=O)c2cc(Cl)ccc2Cl)no1	-10&2	11&0	-5
Cc1cc(C)n(C(C)CC(=O)Nc2cc(C(F)(F)F)c[nH]c2=O)n1 (stereo not drawn)	-3	0	.
CCCCCCCCCCCCCC(=O)N(CCC(C)C)C(C)c1nc2ccccc2c(=O)n1-c1ccc(F)cc1 (stereo not drawn)	-10	0	-5
OCCOc1ccccc1-c1nccn1C1CCC1	-5	17	.
COc1cccc2c1OCC(C(=O)N1CC(c3ccccn3)C1)C2 (stereo not drawn)	-3	7	.
O=C(NCc1cccnc1)c1cnn(-c2ccc(Cl)cc2)c1-c1ccccc1	0	4	1
Cc1ccc2oc(-c3cc(NC(=O)c4ccccc4C)ccc3O)nc2c1	-1	-4	-1
Cc1cc(C)cc(NS(=O)(=O)N2CCC(C)CC2)c1	4	2	.
O=C(O)c1cccn2c(=O)c3c4c(sc3nc12)CCCC4	-11	14	.
O=C1Nc2ccc(Cl)cc2C1(O)Cc1n[nH]c(=O)c2ccccc12 (stereo not drawn)	-6	-3	-16
Going on with the list:
SMILES	hcGAS lum	NPYLR7 agonist	mcGAS inh
Cc1cccc(OCCCC(=O)Nc2cccc(CS(C)=O)c2)c1 (stereo not drawn)	-6	7	-17
O=C(NC1CCN(c2ccccc2C(=O)NCc2ccc3c(c2)OCO3)CC1)c1ccc(F)cc1F	-2	5	-3
COc1ccc(C(=O)Nc2ccc(-c3c(-c4cccc(C)c4)nn(-c4ccccc4)c3OC(C)=O)cc2)cc1	0	-1	-4
Cc1[nH]c2ccccc2c1C(=O)CSc1nnc(-c2ccco2)o1	-21	12	-1
C=C(C)CN=C(N)NC1CCN(CC(F)(F)F)C1 (stereo not drawn)	-4	2	.
CN1CC2(CCN(C(=O)Cc3ccc(-c4ccccc4)cc3)C2)OC1=O (stereo not drawn)	-4	5	.
CC1CN(C(=O)CCCCSc2nnc(-c3ccccc3)n2-c2ccccc2)CCN1C(=O)c1cc(C(F)(F)F)cc(C(F)(F)F)c1 (stereo not drawn)	-1	14	-4
CCCn1nnnc1CN(C)C1CCC(C)CC1 (stereo not drawn)	7	3	.
CC(C)N(Cc1nccn1Cc1c(F)cccc1Cl)C(=O)c1ccc(Cl)cc1	-4	9	-6
COc1ccc2c(c1)CCc1c-2noc1-c1ccc(C)c(NC(=O)c2cccc(C(Cl)Cl)c2)c1	-1	2	-2
C=CCOc1c(Cl)cc(CN2CCNC(=O)C2)cc1Cl	-8	5	-10
C=CCn1c(N2CCN(Cc3ccc(Cl)c(Cl)c3)CC2)nc2c1c(=O)[nH]c(=O)n2C	2	-4	.
CCC(C(=O)OC)n1cnc2c(nnn2Cc2ccc(C)cc2)c1=O (stereo not drawn)	0	7	.
CCOCCn1c(=NC(=O)c2ccnn2CC)sc2c(C)cc(C)cc21	-6	5	-6
CC1(C(=O)NS(=O)(=O)c2cccc(Cl)c2)CCN1C(=O)c1ccccc1CCc1ccccc1 (stereo not drawn)	-9	4	.
Cc1nc(CCNC(=O)c2ccc(C3CCCO3)s2)sc1C (stereo not drawn)	-9	.	-8
COC1CCCN(C(=O)NCc2cccc(NC(=O)CN(C)C)c2)C1 (stereo not drawn)	-7	1	.
Cc1ccc(Nc2nnc(SC(C(=O)NC(N)=O)C(C)C)s2)cc1Cl (stereo not drawn)	-8	4	.
Cc1c(S(=O)(=O)CCNC(=O)NC2CCCCC2)c2ccccc2n1Cc1ccc(F)cc1	-4	3	.
CN(Cc1ccccc1)Cc1nc2c(c(=O)n(C)c(=O)n2C)n1Cc1cccc2ccccc12	-7	6	.
C=C(C)NN=C(c1ccc([N+](=O)[O-])cc1)C12CN3CN(CN(C3)C1)C2	-7	-1	.

Screening results (PubChem BioAssay)
